Screening results as filed in PubChem BioAssay.
IL1B NFkB inh – blocks IL-1B driven NFkB nuclear translocation in HUVEC cells; HUVEC IL-1B NFkB p65 nuclear translocation imaging; hit rate 0.43% among 94,000; inhibition, % at 2 µM;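 active = inhibition above about 30% together with a positive call from visual inspection of the well image, limit read from the data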;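 also: nuclear over cytoplasmic p65 intensity ratio measured by imaging; 0% = IL-1B stimulated DMSO wells and 100% = unstimulated DMSO wells; values of inactives mirror those of a sister screen read the other way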
PLAP inhibitors HTS – inhibition of human placental alkaline phosphatase – biochemical, luminescence, HTS (AID 690). purified PLAP, luminescent substrate; higher % means a stronger effect. inhibition, % at 20 µM, or IC50 in µM where a hit was titrated. hit rate 0.08% among 96,000; in the data active = a potency from the dose series; inactive = the rest, 99 in 100 with inhibition below about 30%; also: strong numbers were not always called active
Bcl-B TR3 displacers – displacers of TR3 peptide from Bcl-B, primary screen, selectivity assay for Bfl-1 inhibitor project, biochemical, fluorescence polarization; FP displacement of FITC-TR3 peptide from Bcl-B; higher % means a stronger effect; one-dose displacement, % at 20 µM; IC50 in µM for titrated hits; hit rate 0.11% among 96,000; AID 748;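 active = displacement above 50% at 20 µM plus a fluorescence interference ratio under 1.5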;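 also: plate controls were wells without compound for no effect and wells lacking Bcl-B protein for full effect; a part of the inactive calls stands beside numbers as strong as those of hits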
IL1B NFkB pot – enhances IL-1B driven NFkB nuclear translocation; HUVEC IL-1B NFkB p65 nuclear translocation imaging; activation, % at 2 µM; hit rate 0.3% among 94,000;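 active = activation above 40%, about the mean plus 3 SD, also judged a hit on visual image review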;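 also: percent activation is computed from the nuclear over cytoplasmic p65 intensity ratio; values of inactives mirror those of a sister screen read the other way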
MRP reversal – compounds reversing MRP-mediated drug resistance. H69AR cells + 2 uM doxorubicin, CellTiter-Glo, 72 h. differential viability (reversal), % at 10 µM. hit rate 0.04% among 85,000. AID 602;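 active = viability drop by adding the cancer drug above about 55%, with treated viability meeting a 40% cutoff, limit read from the data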;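 also: viability without doxorubicin minus viability with 2 µM doxorubicin for each compound; larger differential means the compound sensitizes cells more to doxorubicin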
MRP reversal cytotoxicity – second read-out of MRP reversal, no call of its own (marks repeat the call); viability, %; H69AR cells, CellTiter-Glo, 72 h; measured here: cytotoxicity without doxorubicin
MRP reversal with doxorubicin – also measured in MRP reversal; calls as there; viability, %; measured here: viability with 2 uM doxorubicin; hits give low values
IL1B NFkB inh cell count 2 µM – also measured in IL1B NFkB inh; calls as there; cell count; measured here: cells passing quality filter;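 raw number of nuclei counted in each imaged well without normalization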
IL1B NFkB pot cell count 2 µM – further read-out of IL1B NFkB pot, marked with its call; cell count; measured here: cells passing quality filter
* marks the source's active call; other numbers are inactive results; · = no result given. A portion of the library; count on the stated rates, not on these rows.

SMILES	IL1B NFkB inh	IL1B NFkB inh cell count 2 µM	PLAP inhibitors HTS	Bcl-B TR3 displacers	IL1B NFkB pot	IL1B NFkB pot cell count 2 µM	MRP reversal	MRP reversal cytotoxicity	MRP reversal with doxorubicin
CS(=O)(=O)N1CCc2cc(C(=O)O)ccc21	-6	106	7%	-10%	6	106	7	106	99
CN1CCN(C(=O)c2cc3c(C(F)(F)F)nn(C)c3s2)CC1	-4	170	2%	8%	4	170	·	·	·
C=CCn1c(N2CCCCCC2)nc2c1c(=O)n(C)c(=O)n2C	4	153	-43%	0%	-4	153	13	70	57
CCOc1ccc(OCC)c(NC(=O)CN2CCC(NC(=O)c3cccc(F)c3)CC2)c1	·	·	-86%	-56%	·	·	-10	60	70
CCOC(=O)c1sc(NS(=O)(=O)c2ccc(C)cc2)nc1C	-9	160	5%	4%	9	160	11	93	82
O=C(Cc1ccc(Cl)cc1)NCCS(=O)c1ccc(Cl)cc1 (configuration not stated)	-2	199	5%	3%	2	199	·	·	·
CCOc1cccc(N(C(=O)Cc2cccs2)C(C(=O)NC2CCCCC2)c2cccn2C)c1 (configuration not stated)	-1	103	·	·	1	103	-6	70	76
OC(CNCC1CCCO1)COc1ccc(OCC(O)CNCC2CCCO2)cc1 (configuration not stated)	7	117	·	·	-7	117	3	102	99
NC(=O)c1sc2nc3c(c(-c4cccs4)c2c1N)CCCCC3	-7	172	2%	4%	7	172	4	68	65
CCOc1cc(S(=O)(=O)NCc2ccccn2)ccc1Cl	-12	143	·	·	12	143	4	102	99

Arranged by molecular weight (ascending): part of the list above
SMILES	IL1B NFkB inh	IL1B NFkB inh cell count 2 µM	PLAP inhibitors HTS	Bcl-B TR3 displacers	IL1B NFkB pot	IL1B NFkB pot cell count 2 µM	MRP reversal	MRP reversal cytotoxicity	MRP reversal with doxorubicin
CCOC(=O)c1sc(NS(=O)(=O)c2ccc(C)cc2)nc1C	-9	160	5%	4%	9	160	11	93	82
CCOc1ccc(OCC)c(NC(=O)CN2CCC(NC(=O)c3cccc(F)c3)CC2)c1	·	·	-86%	-56%	·	·	-10	60	70
CCOc1cccc(N(C(=O)Cc2cccs2)C(C(=O)NC2CCCCC2)c2cccn2C)c1 (configuration not stated)	-1	103	·	·	1	103	-6	70	76

Next section.
SMILES	IL1B NFkB inh	IL1B NFkB inh cell count 2 µM	PLAP inhibitors HTS	Bcl-B TR3 displacers	IL1B NFkB pot	IL1B NFkB pot cell count 2 µM	MRP reversal	MRP reversal cytotoxicity	MRP reversal with doxorubicin
N#CCOC(=O)c1sccc1-n1cccc1	2	194	-5%	3%	-2	194	·	·	·
C=CCSc1nc2ccccc2c(=O)[nH]1	15	47	5%	13%	-15	47	5	87	82
O=C(N/C=C\c1ccccc1)NCc1ccc(Cl)cc1Cl	-2	154	12%	-1%	2	154	·	·	·
CC(Nc1nc(N2CCN(S(C)(=O)=O)CC2)nc2ccccc12)c1ccccc1 (configuration not stated)	2	96	·	·	-2	96	-3	82	85
O=C(Nc1nccs1)c1sc2cc(Cl)ccc2c1Cl	-5	165	-22%	0%	5	165	·	·	·
Cc1cc(S(=O)(=O)N(Cc2ccc3c(c2)OCO3)CC2CCCO2)ccc1-n1cnnn1 (configuration not stated)	5	162	-62%	7%	-5	162	3	98	95
CCN(CC)C(=O)C1CCCN(Cc2ccc(F)c(F)c2)C1 (configuration not stated)	·	·	-34%	4%	·	·	-18	102	120
O=C(c1ccc(F)cc1)c1cc2ccccc2o1	-5	144	0%	2%	5	144	17	108	91
COC(=O)c1cccc(NC(=O)Nc2ccc(Cl)c(Cl)c2)c1	-3	199	-7%	1%	-94	66	·	·	·
COc1ccccc1C1CC(c2ccc(F)cc2)Nc2ncnn21 (configuration not stated)	5	70	-8%	12%	-5	70	-21	77	98
CCc1cc2c(NCC3CCCO3)ncnc2s1 (configuration not stated)	-15	136	7%	-2%	15	136	-3	93	96
O=C(CSc1nnc(-c2ccccc2)n1Cc1ccco1)Nc1ccc2c(c1)OCCO2	-5	109	-21%	-9%	5	109	-7	80	87
CCn1c(N)c(C(=O)N2CCOCC2)sc1=S	-9	137	10%	7%	9	137	44	86	42
Cc1cc(=O)oc2cc(OCCSCCN3CCOCC3)ccc12	4	151	-31%	8%	-4	151	7	86	79
CCC(=O)N1CCc2cc(S(=O)(=O)NCCN3CCCCC3CC)ccc21 (configuration not stated)	6	54	-59%	-2%	-6	54	17	95	78
C=CCn1c(CCNC(=O)c2ccccc2F)nnc1SCC(=O)Nc1nc(C)cs1	-10	148	-46%	10%	10	148	15	91	75
CC1CCN(C(=O)CN(c2ccc(Cl)c(C(F)(F)F)c2)S(C)(=O)=O)CC1	-9	109	-84%	-12%	9	109	5	96	91
CCOC(=O)C1=C(O)C(Nc2nccs2)(C(F)(F)F)N=C1C (configuration not stated)	-7	112	8%	4%	7	112	-12	96	108
CCN(CC)c1ccc(NC(=O)c2cc(OC)cc(OC)c2)c(C)c1	12	130	24%	4%	-12	130	-23	25	47
Cc1cc(=O)n2nc(N3CCCC3C(=O)NCCCN3CC(C)CC(C)C3)sc2n1 (configuration not stated)	·	·	-42%	-3%	·	·	1	90	89
COc1ccc(-c2csc(NC(=O)CCn3cnc4ccccc4c3=O)n2)cc1OC	-6	176	-21%	6%	6	176	·	·	·
O=C(COC(=O)c1ccc(S(=O)(=O)NCc2ccco2)cc1)NCCC1=CCCCC1	-2	214	-12%	1%	2	214	14	94	81
COc1cc(S(=O)(=O)N2CCN3CCCC3C2)ccc1-n1cnnn1 (configuration not stated)	-24	109	-30%	2%	24	109	-8	78	85
CCCCn1c(=O)c2c(O)cc(=O)oc2c2ccccc21	2	117	3%	-47%	-2	117	·	·	·
Cc1ccccc1CS(=O)(=O)c1nnc([C@H](Cc2ccccc2)NC(=O)OC(C)(C)C)o1	5	153	-57%	0%	-5	153	-8	1	10
CCCCC(CC)CNS(=O)(=O)c1ccc2c(c1)CCN2C(=O)CCC(=O)O (configuration not stated)	16	98	-21%	3%	-16	98	7	96	89
CCCCn1c(=O)c(-c2ccccc2)c(O)c2ccccc21	-6	125	16%	4%	6	125	15	105	90
O=C(CSc1nc2ccccc2[nH]1)N1CCN(c2ccc(F)cc2)CC1	3	180	-63%	-3%	-3	180	-13	98	111
CCOC(=O)Cn1nnnc1C(CC)N(Cc1cc2c(C)cc(C)cc2[nH]c1=O)C1CCCC1 (configuration not stated)	·	·	-1%	-9%	·	·	3	89	86
COc1cccc(N2C(=O)N(c3ccccc3)C3CS(=O)(=O)CC32)c1 (configuration not stated)	0	177	-2%	-4%	0	177	·	·	·
COC(=O)c1cc(OC)c(OC)cc1NC(=O)c1cc(-c2ccccc2)nc2ccccc12	16	83	10%	-9%	-16	83	·	·	·
Cc1cnc(C(=O)OCC(=O)Nc2ccc(Oc3ccccc3)cc2)cn1	-6	139	6%	-23%	5	139	·	·	·
CN(C)S(=O)(=O)N1CCN(c2ccc(Cl)cc2)CC1	4	149	5%	3%	-4	149	7	102	95
O=c1ncn(-c2ccccc2F)c2ncccc12	-4	179	1%	2%	4	179	·	·	·
COc1cc(C(=O)OCC(=O)Nc2ccc3c(c2)OC(F)(F)O3)ccc1OCc1c(C)noc1C	-35	156	·	·	35	156	1	101	100
CCn1c(COc2ccccc2OC)nnc1SCC#N	-31	112	6%	5%	31	112	2	100	98
O=C(NCc1ccc2c(c1)OCO2)C1CCCN1C(=O)Nc1cccc(F)c1 (configuration not stated)	-27	121	·	·	27	121	10	89	79
CCOc1cccc(NC(=O)Cn2nc(-c3ccc4c(c3)OCCO4)ccc2=O)c1	15	76	·	·	-15	76	-4	69	73
CC(C)NC(=O)Cn1cc(C#N)c2cc(Br)ccc21	3	70	2%	-1%	-3	70	10	94	84
Cc1cccc(C(=O)Nc2sc(C(=O)N3CCCC3)c(C)c2C#N)c1	2	99	-36%	10%	-2	99	1	77	75
CCOC(=O)C1CCCN(C(=O)Cc2c(C(=O)O)[nH]c3ccccc23)C1 (configuration not stated)	11	138	-2%	-9%	-11	138	0	88	88
Cc1nc2ccccc2c(=O)n1NC(=O)COc1ccccc1	·	·	-5%	-2%	·	·	8	89	81
CS(=O)(=O)N1CCCC(C(=O)NCc2ccc(F)cc2Cl)C1 (configuration not stated)	-9	180	-4%	-1%	9	180	-26	83	109
Cc1ccc(NC(=O)Nc2ccc3c(c2)N(C)C(=O)CS3)cc1C	-12	200	-29%	-37%	12	200	-2	79	80
CCCCC(=O)Nc1nc(C)c(-c2csc(Nc3ccccc3OC)n2)s1	6	172	6%	-46%	-6	172	·	·	·
COc1cc(Cl)c(S(=O)(=O)NCCCN2CCOCC2)cc1Cl	-17	143	-16%	-1%	17	143	17	91	74
CCOC(=O)c1c(C)[nH]c(C(=O)OCC(=O)N2c3ccccc3CC2C)c1C (configuration not stated)	-1	162	9%	-4%	1	162	6	89	83
Cc1cccc(NC(=O)N(C)Cc2cccs2)c1	-29	147	14%	-6%	29	147	·	·	·
O=C(CSc1nnc(-c2ccco2)n1Cc1ccccc1)c1ccccc1	3	187	-61%	-2%	-3	187	-1	71	72
COC(=O)c1ccc(NC(=O)CSc2nnc(CNc3ccc(F)cc3)n2C)cc1	8	173	13%	-3%	-8	173	5	86	81
Next section
SMILES	IL1B NFkB inh	IL1B NFkB inh cell count 2 µM	PLAP inhibitors HTS	Bcl-B TR3 displacers	IL1B NFkB pot	IL1B NFkB pot cell count 2 µM	MRP reversal	MRP reversal cytotoxicity	MRP reversal with doxorubicin
COc1ccc(-n2c(Cc3cccn3C)nnc2SCC(=O)Nc2ccc(Cl)cc2)cc1	18	54	-33%	-21%	-18	54	-12	62	74
CCOc1ccc(C(C)C)cc1S(=O)(=O)Nc1ccc(Cl)cn1	-7	153	-9%	-14%	7	153	-6	80	87
CCSc1ncccc1-c1nc2ccccc2[nH]1	8	157	5%	-3%	-8	157	-7	80	87
Cc1nn(C(=O)C(C)N2C(=O)c3ccccc3C2=O)c(C)c1Br (configuration not stated)	1	64	2%	-4%	-1	64	3	102	99
COc1ccc(CN2CCSCC2)cc1C	-3	143	9%	-12%	3	143	-3	87	90
C(=N\n1cnnc1)/c1ccc(N2CCOCC2)cc1	-15	191	13%	-19%	15	191	10	100	90
O=C1CC(C(=O)Nc2ccccc2)N=C(N2CCCCC2)N1 (configuration not stated)	3	123	19%	1%	-3	123	-6	93	99
COCC(=O)Nc1ccccc1NC(C)=O	4	153	16%	-5%	-4	153	-18	94	112
O=C(Nc1cccc(Cl)c1)Nc1ccc(Cl)cn1	2	145	16%	16%	-2	145	-6	90	96
CC(=O)Nc1cc(C(F)(F)F)ccc1N1CCOCC1	-3	128	-4%	-7%	3	128	5	93	87
COc1ccc(CC(=O)N2CCCc3ccccc32)cc1OC	0	104	-1%	-3%	0	104	11	85	74
CSCCC(NC(=O)COc1ccccc1)C(=O)OCC(=O)c1cc2ccccc2o1 (configuration not stated)	-5	166	-56%	-36%	5	166	·	·	·
O=C(CCCN1C(=O)CCC1=O)Nc1ccc(Br)cc1F	-12	90	12%	2%	12	90	7	95	88
CCC(CC)C(=O)Nc1cccc(C(=O)Nc2ccc3c(c2)OCO3)c1	-11	173	14%	0%	11	173	-5	64	69
COC(=O)CN(c1c(C)cccc1C)S(C)(=O)=O	·	·	-3%	1%	·	·	4	85	81
COC(=O)C1CCCN1C(=O)C1CCCN1C(=O)CNC(=O)OCc1ccccc1 (configuration not stated)	-24	116	-8%	-4%	27	116	1	106	105
CCC(=O)Nc1ccc(NC(=O)CSc2nnnn2-c2cccnc2)cc1C	-2	201	5%	2%	3	201	·	·	·
CC(C)c1ccc(C(C(=O)NC(C)(C)C)N(C(=O)CNC(=O)c2ccco2)c2cccnc2)cc1 (configuration not stated)	-20	157	·	·	20	157	15	102	87
COc1cc(Br)c(C(C)NC(=O)c2ccc(C)cc2)cc1OC (configuration not stated)	-2	60	-6%	-3%	3	60	·	·	·
